Glioma ERSR ind: ER stress response induction in glioma. AID 602332. Potency, µM, for the others: at the highest dose activation, hits mostly activators. hit rate 0.02% among 420,000. U87-MG GRP78 promoter luciferase reporter, 16 h; further: potency means the concentration at half of the fitted maximal effect; series mostly up to about 76 µM; % of control where 0% means no effect; nearly all actives have a fitted effect of over 35% in size
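Stably transfected U87-MG glioma cells carrying a GRP78-based luciferase sensor; 16 h compound incubation. Luminescence end-point read 10 min after Bright-Glo addition at room temperature.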
USP1 inh: blocks the human USP1/UAF1 deubiquitinase complex. Potency, µM (highest dose often 57.1 µM), without a hit: at the highest dose activity change, negative = inhibition, most hits filed as inhibitors. AID 743255. hit rate 0.23% among 390,000. O94782. recombinant USP1/UAF1, Ub-Rhodamine cleavage fluorescence; further: potency means the concentration at half of the fitted maximal effect; on the % scale 0 is the no-effect control and ±100 the full control effect; nearly all actives have a fitted effect of over 60% in size; inactives centre near -12
Target sequence (O94782 whole entry, looked up): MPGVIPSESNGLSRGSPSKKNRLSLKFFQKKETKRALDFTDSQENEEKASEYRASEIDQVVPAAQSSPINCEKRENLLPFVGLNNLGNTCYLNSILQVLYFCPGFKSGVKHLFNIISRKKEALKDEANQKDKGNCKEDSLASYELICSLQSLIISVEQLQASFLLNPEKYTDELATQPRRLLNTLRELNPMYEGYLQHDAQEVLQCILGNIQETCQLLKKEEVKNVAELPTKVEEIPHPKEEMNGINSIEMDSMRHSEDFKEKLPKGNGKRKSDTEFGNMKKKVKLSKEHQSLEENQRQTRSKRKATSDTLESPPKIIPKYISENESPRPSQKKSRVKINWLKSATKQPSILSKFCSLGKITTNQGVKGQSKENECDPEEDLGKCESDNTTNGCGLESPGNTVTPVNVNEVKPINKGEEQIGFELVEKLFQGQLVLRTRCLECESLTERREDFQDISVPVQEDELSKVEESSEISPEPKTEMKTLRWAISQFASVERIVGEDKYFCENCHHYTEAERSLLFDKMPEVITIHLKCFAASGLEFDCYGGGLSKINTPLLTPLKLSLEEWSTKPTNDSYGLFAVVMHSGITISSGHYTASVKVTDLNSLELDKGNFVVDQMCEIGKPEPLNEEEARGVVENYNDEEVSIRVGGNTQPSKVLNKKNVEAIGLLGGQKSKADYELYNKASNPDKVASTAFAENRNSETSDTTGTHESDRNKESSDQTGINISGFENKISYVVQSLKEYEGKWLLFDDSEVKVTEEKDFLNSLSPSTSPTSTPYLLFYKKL
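1 nM enzyme complex + cpd, 15 min RT; start with Ub-Rho 150nM final; kinetic fluorescence ex 480/em 540, 6 reads q60 s. Buffer 50mM HEPES pH 7.8, 0.5mM EDTA, 0.1 mg/ml BSA, 1mM TCEP, 0.01% Tween-20.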
Vif-A3G inh: blocks the Vif interaction with human APOBEC3G; Q9HC16; HeLa A3G-eYFP + Vif (tagged APOBEC3G with the HIV-1 protein that degrades it), YFP fluorescence, overnight; Potency, µM (series often up to 46.1 µM), without a hit: top-dose activity, negative = active, actives largely listed as inhibitors; hit rate 0.076% among 410,000; AID 602310;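 further: potency means the concentration at half of the fitted maximal effect; on the % scale 0 is the no-effect control and ±100 the full control effect; nearly all actives have a fitted effect of over 60% in size; hits raise eYFP signal because A3G escapes Vif-driven loss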
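HeLa cells stably expressing Vif and C-terminally eYFP-tagged A3G, seeded overnight at 37 deg C, then exposed to compound by pintool overnight at 37 deg C. Rise in yellow fluorescence (Ex 488/Em 500-530, Acumen) marks blocked Vif-driven A3G degradation.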
PI4K2A block: inhibitors of human PI4K2A; Q9BTU6; purified PI4K2A, ADP-Glo luminescence, 1 h; hits give low values; activity change, negative = inhibition, % at 76.9 µM; hit rate 0.13% among 420,000; in the data active means activity change below about -50%; inconclusive means mostly about -30% to -49%;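 further: -100% = wells without enzyme as full effect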
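In this quantitative HTS, ADP production by PI4K2A was quantified luminescently after 1 h at ambient temperature; 100 microM adenosine served as plate-quality control.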
Vif-A3F inh: blocks the Vif interaction with APOBEC3F. HeLa A3F-eYFP + Vif (tagged APOBEC3F with the HIV-1 protein that degrades it), YFP fluorescence increase. Potency, µM (top dose mostly 46.1 µM), for inactives: at the top dose activity, negative = active. hit rate 0.2% among 390,000. AID 602313; further: potency means the concentration at half of the fitted maximal effect; % of control where 0% means no effect; nearly all actives have a fitted effect of over 65% in size
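HeLa cells stably expressing Vif plus C-terminally eYFP-tagged A3F were seeded, incubated overnight at 37 deg C, dosed with compound, incubated overnight again at 37 deg C. Yellow fluorescence (Ex 488/Em 500-530) reported blocked Vif-mediated A3F-eYFP degradation.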
LDHA inh: inhibitors of human lactate dehydrogenase A | P00338 | purified LDHA, NADH/diaphorase-resazurin fluorescence; hits give low values | activity change, % (values are at about 110 or 230 µM) | hit rate 0.15% among 480,000 | AID 1347041; in the data active means activity change below about -30%; inconclusive means mostly about -25% to -30%;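 further: plate controls were DMSO wells for no effect and wells without enzyme for full effect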
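Human LDH5 at 2 nM final in Tris HCl pH 7.4 with 0.06 mM NADH and 0.2 mM pyruvate, reacted 5 minutes at room temperature. Remaining NADH coupled via diaphorase/resazurin; resorufin fluorescence read at 0 and 20 minutes, normalized to enzyme-free and DMSO wells.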
IDH1 R132H inh: inhibitors of human mutant IDH1 R132H; O75874; hit rate 0.093% among 390,000; IDH1-R132H enzyme, NADPH consumption, diaphorase/resazurin fluorescence; Potency, µM (series often up to 76.6 µM), inactives show at the highest dose activity change, negative = inhibition, most hits filed as inhibitors; AID 602179; further: potency means the concentration at half of the fitted maximal effect; on the % scale 0 is the no-effect control and ±100 the full control effect; nearly all actives have a fitted effect of over 65% in size
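IDH1-R132H (0.5 ug/mL dispensed) in pH 7.5 Tris buffer was preincubated 30 min with compound, then given a substrate mix of 0.016 mM NADPH and 2 mM alpha-KG for 80 min at room temperature; remaining NADPH was read by diaphorase/resazurin fluorescence.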
RXFP1 ag: agonists of human relaxin receptor RXFP1; HEK293T-RXFP1 cAMP TR-FRET, 30 min; response scale: percent of porcine relaxin response, buffer zero; hit rate 0.3% among 370,000; Q9HBX9; AID 2676; Potency, µM (doses to about 57.5 µM), without a hit: at the highest dose activation, most hits filed as activators; further: potency means the concentration at half of the fitted maximal effect; on the % scale 0 is the no-effect control and ±100 the full control effect; nearly all actives have a fitted effect of over 60% in size; many of its hits are not listed in these tables
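HEK293 cells stably expressing RXFP1, treated 30 min at 37C with compounds plus PDE4 inhibitor Ro 20174; cAMP measured by HTRF TR-FRET. Normalized to buffer and 29 nM porcine relaxin; EC50 by Hill fit.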
TrxR1 substrate: substrates of rat thioredoxin reductase 1; purified TrxR1 substrate turnover, NADPH consumption readout; O89049; Potency, µM (top dose mostly 114 µM), for the others: top-dose activity change, negative = substrate turnover; hit rate 0.01% among 390,000; further: potency means the concentration at half of the fitted maximal effect; on the % scale 0 is the no-effect control and ±100 the full control effect; nearly all actives have a fitted effect of over 50% in size
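Rat TrxR1, dispensed at 90 nM, was prereduced with 400 uM NADPH (final) for 5 min at ~22 deg C, then incubated with compound 15 min before 400 uM selenite. A first-read NADPH fluorescence drop versus no-compound background flagged substrates.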
An asterisk follows results filed as active; ? = inconclusive; / = not tested or not shown; & = joins results of further samples; [ ] = dose if it differs, or a comment. Unless noted, the call rests on the fitted dose curve; in most records, active means well fitted curve in the direction sought with a large enough effect; inconclusive means small, poorly fitted or top-dose-only effect, or another doubt; inactive means no such curve, though single readings can be large; an effect the other way counts as inactive or inconclusive. Not all compounds are listed (hit frequency here may not be typical).

SMILES	Glioma ERSR ind	USP1 inh	Vif-A3G inh	PI4K2A block	Vif-A3F inh	LDHA inh	IDH1 R132H inh	RXFP1 ag	TrxR1 substrate
COc1ccccc1Cn1c(=S)[nH]c2cc(C(=O)N3CC(C)CC(C)C3)ccc2c1=O (stereo not drawn)	-2.9%	-25.3%	-2.1%	3.1	-3.6%	-1.2	2.8%	/	/
Cc1ccc(-n2c(SCC(=O)NCCN3C(=O)CSC3=O)nnc2-c2ccccc2)cc1C	-5.0%	-10.8%	-1.3%	-0.3	-5.2%	0.9	1.2%	3.9%	-9.1%
O=C1CCN(Cc2ccccc2)CCN1CCOc1ccccc1	-2.3%&1.1%	-33.6%	-4.5%&-2.4%	-1.4	-8.6%	-2.8	0.0%	-2.2%	7.1%[57.1 µM]
Cc1cc2c(cc1S(=O)(=O)NCc1ccc(N(C)C)cc1)OCC(=O)N2	-0.1%&-3.9%	-20.1%&-5.4%	2.7%&1.3%	-0.7&0.2	2.7%&1.5%	0.5&-8.2	-3.7%&-4.4%	-1.8%&-1.1%	0.6%[57.1 µM]
COc1cc(-c2n[nH]c(=O)o2)cc(OC)c1OC	-1.9%	5.4%	-0.4%	0.0	3.9%	-0.1	7.1%	2.0%	21.0%[57.1 µM]
CCOc1ccc(NC(=S)N2CCC(C(=O)c3ccc(OC)cc3)CC2)cc1	-3.3%	1.4%	-4.0%	-6.1	5.5%	-7.0	-3.4%	/	/
CC(C)CN(C(=O)CSc1nnc(-c2ccco2)o1)c1c(N)n(Cc2ccccc2)c(=O)[nH]c1=O	0.7%	4.5%	0.8%	6.0	-4.9%	-2.3	0.6%	0.2%	7.7%[57.1 µM]
CCOc1ccc(C(=O)N[C@H](C(=O)Nc2ccc(S(=O)(=O)Nc3nccs3)cc2)C(C)C)cc1	-0.8%	-25.9%	2.2%	-9.3	-0.8%	-5.3	-1.8%	/	-2.6%[57.1 µM]
CC1=CC(=C(C#N)C#N)C=C(C)N1CCC(C)C	-3.3%	3.0%	-0.6%	-4.3	14.3%	-7.3	-8.7%	3.5%	-3.5%
Cc1cccnc1NC(=O)C1COc2ccccc2O1 (stereo not drawn)	0.2%	-21.9%	5.8%	10.5	0.2%	-7.7	5.4%	-0.8%	2.8%
NC(=O)c1ccccc1NC(=O)CN1CCOCC1	-0.5%	-13.0%	0.5%	8.6	1.5%	0.7	1.7%	-0.1%	9.5%
CN(c1ccccc1C(=O)Nc1ccccc1-c1ccccc1)S(C)(=O)=O	-2.9%	-18.4%	-5.6%	-4.2	0.3%	-6.3	-0.3%	-0.7%	4.3%[11.4 µM]
Cc1ccccc1-c1nnc(SCC(=O)N2CCCC2)o1	-0.8%	-5.6%	-2.5%	-1.5	-43.8%	-4.1	1.1%	1.1%	-5.0%
CCOc1ccc(S(=O)(=O)N2CCCCC2)c(C)c1C	-3.2%	?	4.0%	1.5	-2.2%	0.1	-6.8%	-1.0%	3.9%
Nc1nc(N)nc(-c2cccc(Cl)c2)n1	-1.9%	-16.0%	0.5%	-0.3	-0.1%	-1.0	-7.9%	2.6%	0.4%
O=C(NCCSc1ccccc1)c1ccccc1F	0.1%	-24.0%	-3.9%	-1.2	1.0%	0.8	1.3%	/	5.3%
CON(C)C(=O)CCN(C(=O)OC(C)(C)C)c1ccccc1	-4.8%	-12.8%	-0.9%	-1.2	0.9%	-3.5	19.8%	/	5.0%
O=C(COc1ccccc1)NNc1nc2ccccc2s1	0.2%	-12.4%	-3.3%	-0.9	-14.8%	3.7	-6.0%	3.6%	-0.7%
Cc1cc(NC(=O)c2ccccc2Cl)ccc1NC(=O)c1ccccc1Cl	0.5%	-22.5%	-9.2%	4.2	0.1%	-1.6	1.8%	-0.4%	-6.5%
COc1cccc(NC(=O)CCc2nc(-c3cccs3)no2)c1	-0.5%&-2.6%	-18.0%&-4.6%	1.4%&0.0%	-5.6&-1.2	2.6%&5.1%	0.1&-10.3	11.8%&6.8%	-0.9%&-0.5%	-13.6%[57.1 µM]
O=C1c2ccccc2-c2onc3ccc(Oc4ccccc4)c1c23	-10.8%	-14.7%	-8.9%	2.9	?	21.7	0.4%	2.2%	-11.3%
Cc1ccc(OCC(=O)Nc2ccc(F)cc2)c([N+](=O)[O-])n1	3.7%	-11.8%	2.4%	0.0	13.3%	-5.9	-3.6%	-0.8%	3.3%
O=C(NCc1cccnc1)c1cc(C2CCCN(C(=O)CCCc3ccccc3)C2)on1 (stereo not drawn)	0.2%	/	-2.1%	-2.7	/	3.6	/	/	/
COC(=O)NCc1cc2cc(Cl)ccc2[nH]1	-3.7%	-12.3%	2.0%	3.8	0.2%	-6.8	3.6%	-0.8%	0.9%
O=C(C[n+]1ccc2c(c1)nnn2-c1ccccc1)c1ccc(Cl)cc1	-1.9%	-5.9%	-1.0%	2.0	-10.2%	2.8	3.8%	3.4%	4.7%[57.1 µM]
COc1ccccc1-c1csc(C(NC(C)=O)c2cccc(F)c2)n1 (stereo not drawn)	3.3%	/	-5.8%	-3.3	/	-4.1	/	/	/
CCCc1c(C(=O)OCC)nnc2c(-c3ccccc3)c(C)nn12	-0.9%	-15.2%	-0.3%	0.2	2.1%	12.0&1.4	7.3%	0.4%	1.6%[11.4 µM]
O=C(Nc1ccncc1)c1ccc(Cl)cc1	0.2%	-25.3%	-2.3%	-4.3	5.0%	-2.6	-2.2%	1.3%	7.1%
c1ccc2c(c1)CNC1(CCCCC1)C2	-3.5%	-14.4%	-0.1%	-1.1	-10.6%	-10.0	1.9%	-0.3%	-7.3%
Cn1c(-c2ccc(F)cc2)cnc1NCc1ccccc1F	-0.5%	-20.8%	1.8%	-2.4	-9.3%	-7.3	10.6%	0.4%	-10.3%
CCOC(=O)c1cc2c(=O)n3cccc(C)c3nc2n(Cc2ccco2)c1=NC(=O)c1ccccc1	-6.1%&-0.7%	-5.1%&-8.3%	-0.6%&-2.2%	-4.6&-4.1	-2.4%&-20.6%	-2.1&-0.9	8.1%&-6.3%	1.2%	3.2%[11.4 µM]
CN(C)C(CNC(=O)c1cc(S(=O)(=O)N(C)Cc2ccccc2)ccc1Cl)c1ccco1 (stereo not drawn)	-3.5%	-6.0%	0.7%	-6.9	-3.3%	-2.0	5.7%	0.5%	4.8%
COc1ccc(OC)c(-n2nnc(-c3nc(-c4ccc5c(c4)OCO5)no3)c2C)c1	/	-17.4%	/	1.8	/	-0.4	/	1.7%	0.0%[57.1 µM]
COc1cc(C(=O)Nc2ccc(NC(=O)C3CC3)nc2)cc(OC)c1OC	-1.9%	-5.4%	1.7%	6.8	/	-2.8	3.6%	0.8%	-7.1%
CCCc1cc(=O)[nH]c(SCC(=O)N2c3ccccc3CC2C)n1 (stereo not drawn)	-1.8%	-3.7%	-11.4%	-2.0	3.8%	-11.5	-15.6%	/	-1.8%
C=CCNC(=O)c1ccc(OC)cc1OC	-3.0%	-20.9%	2.8%	5.2	5.1%	-3.7	-7.4%	0.7%	6.3%[57.1 µM]
COc1ccc(CCNC(=O)C(=O)NCC2OCCN2S(=O)(=O)c2ccc(F)cc2)cc1OC (stereo not drawn)	-1.4%	-18.0%	-1.1%	1.9	-0.3%	-0.1	12.0%	4.7%	0.9%[57.1 µM]
COc1ccc(-c2coc3c(C(=O)NCc4ccc(F)c(F)c4)cccc23)c(C)c1	-4.2%	/	0.2%	-1.2	/	-1.3	/	/	/
COC(=O)c1c(C)sc(-c2c(-c3ccc4c(c3)OCCO4)[nH]c3[nH]c(=O)[nH]c(=O)c23)c1O	/	-22.5%	/	30.7	/	4.2	/	-3.3%	-10.3%
CCOc1ccc2nc(-c3ccccc3)nc(SCC(=O)OC)c2c1	-9.0%	-22.1%	-1.4%	2.0	2.6%	-5.5	11.8%	12.1%	7.0%
CCOc1ccc(-n2c(=O)c3c(C)c(C)sc3n(CC(=O)N3CCC(C)CC3)c2=O)cc1	/	-1.1%	/	-0.6	/	-2.8	/	3.1%	0.8%
CC(Nc1cc(N2CCN(C(=O)C(C)(C)C)CC2)ccc1[N+](=O)[O-])c1ccccc1 (stereo not drawn)	-4.8%	-19.7%	-3.0%	2.5	1.0%	0.1	1.6%	1.4%	-1.0%
COc1ccc(NC(=O)CCc2c(C)nc3nc(CNC(=O)OC(C)(C)C)nn3c2C)cc1OC	-3.0%	-13.7%	-3.8%	-1.5	1.3%	10.7	5.2%	-0.6%	7.2%
O=C1OC[C@H]2CCCN2C(=O)[C@@H](CC(=O)N(CCO)Cc2ccccc2)C/C=C\CC[C@@H]1Cc1ccc(F)cc1	-4.4%	-31.2%	3.6%	-4.8	0.3%	-1.2	6.9%	/	12.9%
COc1ccc(/C(N)=N/OC(=O)/C=C/c2ccccc2)cc1	4.8%	-18.6%	8.4%	6.6	6.2%	-5.7	-4.6%	-1.4%	-5.5%[57.1 µM]
CCCCCCCCCC[N+](C)(C)CC/C=C1/c2ccccc2Sc2ccc(Cl)cc21	-13.2%	-16.6%	2.7%	-0.4	3.7%	4.8	-15.1%	0.0%	2.2%[57.1 µM]
CC(C)(C)c1ccc(NC(=O)Cn2cnc3cc([N+](=O)[O-])ccc3c2=O)cc1	-7.3%	-23.6%	-7.1%	7.6	-10.8%	-7.2	2.6%	-1.2%	3.8%[57.1 µM]
